Assay outcomes: PubChem BioAssay, National Center for Advancing Translational Sciences (NCATS)
BAZ2B block: BAZ2B (human) inhibition; Q9UIF8; AlphaScreen BAZ2B-H3K14Ac peptide displacement; Potency, µM (doses to about 114 µM), for the others: at the highest dose activity change, negative = inhibition, actives largely listed as inhibitors; 360,000 compounds, 4.4% hits; further: potency means the concentration at half of the fitted maximal effect; on the % scale 0 is the no-effect control and ±100 the full control effect; nearly all actives have a fitted effect of over 60% in size
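In this displacement format the biotinylated H3(5-23) peptide acetylated at Lys14 serves as ligand at 50 nM, with BAZ2B at 50 nM in PBS pH 7.4 containing 0.01% Tween-20. Donor and acceptor beads are 10 ug/mL final.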
ERG Ets-DNA blk: inhibitors of human ERG Ets domain-DNA interaction | P11308 | fluorescence polarization, His-ERG Ets domain / labelled DNA | Potency, µM (doses to about 76.9 µM), for inactives: at the top dose FP activity, negative = inhibition, actives largely listed as inhibitors | 370,000 compounds, 0.028% hits; active means well fitted inhibition curve with a large enough effect in the polarisation, with a control signal flat; inconclusive means small, poorly fitted or top-dose-only effect, or effect the other way, or a change in a side signal; inactive means no such curve, though single readings can be large or run the other way; the % refers to the polarisation;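 further: polarization taken with two DNA probes labelled with fluorescein and Texas red; potency means the concentration at half of the fitted maximal effect; % of control where 0% means no effect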
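His-tagged ERG Ets domain (1 uM in the protein solution; 300mM KCl, 50mM Tris-HCl, 1mM EDTA, 1mM DTT, pH 7.5) received compound, then a probe mix of 5 nM fluorescein-DNA and 100nM Texas-615-DNA. Fluorescence polarization was read for both dyes.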
JMJD2A Tudor inh: JMJD2A Tudor domain (human) inhibition. Potency, µM (series often up to 114 µM), without a hit: at the highest dose activity change, negative = inhibition, hits mostly inhibitors. 390,000 compounds, 4.4% hits. AID 504339. O75164. AlphaScreen JMJD2A-Tudor / H3K4me3 peptide binding; further: potency means the concentration at half of the fitted maximal effect; on the % scale 0 is the no-effect control and ±100 the full control effect; nearly all actives have a fitted effect of over 50% in size
HP1b chromo inh: HP1-beta chromodomain-methylated histone interaction inhibition. 390,000 compounds, 0.56% hits. AlphaScreen HP1-beta / biotin-H3K9me3 peptide binding. Potency, µM (titrated, usually from 114 µM), for inactives: top-dose activity change, negative = inhibition, hits mostly inhibitors. P83916. AID 540317; further: potency means the concentration at half of the fitted maximal effect; nearly all actives have a fitted effect of over 70% in size; inactives centre near 23
Target sequence (P83916 whole entry, looked up): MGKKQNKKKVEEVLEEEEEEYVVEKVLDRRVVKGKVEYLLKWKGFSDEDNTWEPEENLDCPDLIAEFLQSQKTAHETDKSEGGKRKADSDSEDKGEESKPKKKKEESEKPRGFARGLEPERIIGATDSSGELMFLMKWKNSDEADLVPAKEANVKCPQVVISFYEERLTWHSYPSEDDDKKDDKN
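Compound inhibition of the preformed complex between 50 nM HP1-beta and 50 nM biotinylated H3K9me3 peptide was read by AlphaScreen. Buffer was PBS pH 7.4 with 0.01% Tween-20. Incubations ran 30 min at room temperature, with 10 ug/mL donor/acceptor beads.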
PI4K2A inh: inhibitors of human PI4K2A | purified PI4K2A, ADP-Glo luminescence, 1 h; stronger effect = lower value | activity change, negative = inhibition, % at 76.9 µM | 420,000 compounds, 0.13% hits | AID 1346378; in the data active means activity change below about -50%; inconclusive means mostly about -30% to -49%;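 further: -100% = wells without enzyme as full effect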
Target sequence (Q9BTU6 whole entry, looked up): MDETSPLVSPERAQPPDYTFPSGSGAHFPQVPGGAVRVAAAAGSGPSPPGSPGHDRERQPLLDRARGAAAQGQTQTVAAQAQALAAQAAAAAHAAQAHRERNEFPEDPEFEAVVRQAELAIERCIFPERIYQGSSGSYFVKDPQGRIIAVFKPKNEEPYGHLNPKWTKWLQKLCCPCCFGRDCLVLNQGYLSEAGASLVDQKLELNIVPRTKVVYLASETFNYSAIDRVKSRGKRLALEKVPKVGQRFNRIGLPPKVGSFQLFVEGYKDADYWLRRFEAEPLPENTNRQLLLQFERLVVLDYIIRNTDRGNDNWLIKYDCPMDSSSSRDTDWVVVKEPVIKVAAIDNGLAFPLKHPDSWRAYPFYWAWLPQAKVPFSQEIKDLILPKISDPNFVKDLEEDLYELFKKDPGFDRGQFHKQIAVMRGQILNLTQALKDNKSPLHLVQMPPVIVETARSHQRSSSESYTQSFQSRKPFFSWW
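ADP-Glo luminescence measured ADP generated by PI4K2A enzyme (4 ug/mL before mixing) with 1.2 mM PI substrate (pre-mix) and 300 microM ATP (pre-mix). Tris pH7.5 buffer with MgCl2, Triton X-100; 1 h reaction at ambient temperature.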
G9a block: inhibitors of human histone lysine methyltransferase G9a. Potency, µM (titrated, usually from 102 µM), inactives show at the highest dose activity, negative = inhibition, hits mostly inhibitors. AID 504332. G9a H3K9 monomethylation, AlphaScreen, 2 h. 350,000 compounds, 8.8% hits; further: potency means the concentration at half of the fitted maximal effect; on the % scale 0 is the no-effect control and ±100 the full control effect; nearly all actives have a fitted effect of over 75% in size
Target sequence (Q96KQ7 913-1193 limits assumed): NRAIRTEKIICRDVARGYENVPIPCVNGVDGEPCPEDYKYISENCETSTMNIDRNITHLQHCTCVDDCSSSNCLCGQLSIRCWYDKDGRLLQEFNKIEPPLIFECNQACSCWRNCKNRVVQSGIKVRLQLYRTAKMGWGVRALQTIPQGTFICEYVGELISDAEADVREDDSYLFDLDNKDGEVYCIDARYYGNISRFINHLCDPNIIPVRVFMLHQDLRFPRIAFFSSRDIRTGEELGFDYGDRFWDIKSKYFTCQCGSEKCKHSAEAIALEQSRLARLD
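Chemiluminescent proximity detection of H3K9 monomethylation, read after 10 min bead incubation in the dark. Reaction: 20 nM G9a, 500 nM biotin-H3K9 peptide, 20 uM SAM cofactor, 2 h, room temperature, following 15 min enzyme-compound preincubation.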
GLS inhibitor: glutaminase GLS (human) inhibition. Potency, µM (top dose mostly 45.5 µM), inactives show at the top dose activity change, negative = inhibition, usual class: inhibitors. GLS enzymatic activity, qHTS titration. 410,000 compounds, 0.21% hits; further: potency means the concentration at half of the fitted maximal effect; on the % scale 0 is the no-effect control and ±100 the full control effect
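Two-point fluorescence kinetic (t0, 30 min RT) for hKGA; glutamate detected via glutamate oxidase–HRP–Amplex Red. Substrate: 1 mM L-glutamine solution; buffer 45 mM KH2PO4, pH 8.2.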
RGS4 inhibitor: blocks human RGS4-accelerated GTP hydrolysis; P49798; Transcreener GDP fluorescence polarization, RGS4-accelerated GTP hydrolysis; Potency, µM (series often up to 114 µM), for the others: top-dose activity change, negative = inhibition, usual class: inhibitors; 390,000 compounds, 0.039% hits; further: potency means the concentration at half of the fitted maximal effect; on the % scale 0 is the no-effect control and ±100 the full control effect; nearly all actives have a fitted effect of over 75% in size; some results filed as inactive show a strong effect at the top dose
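MLSMR compounds (23 nl, pin-transferred) preincubated 10 min at room temperature with a 500nM (2x) first reagent, then RGS4 at 900nM (2x) plus Transcreener GDP mix added; fluorescence polarization (620/688 nm) read before and after 90 min at 30 °C.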
12-LOX inh: blocks human arachidonate 12S-lipoxygenase; purified 12hLO, xylenol orange hydroperoxide absorbance; Potency, µM (top dose mostly 108 µM), inactives show at the top dose activity change, negative = inhibition, hits mostly inhibitors; 580,000 compounds, 1.1% hits; AID 1671190; further: potency means the concentration at half of the fitted maximal effect; on the % scale 0 is the no-effect control and ±100 the full control effect
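Purified human 12hLO (150 nM final) in 25 mM Hepes, 0.01% Triton X-100, pH 7.0 was preincubated 15 min at room temperature with compound. Then 40 uM arachidonic acid was added, 30 min. Hydroperoxide was read by Fe-XO absorbance ratio 573/405 nm.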
Starred values were filed as active, the others as inactive; ? = inconclusive; · = no result given; & = joins results of further samples; [ ] = remark or other dose. Unless noted, the call rests on the fitted dose curve; in most records, active means well fitted curve in the direction sought with a large enough effect; inconclusive means small, poorly fitted or top-dose-only effect, or another doubt; inactive means no such curve, though single readings can be large; an effect the other way counts as inactive or inconclusive.

nr	molecule	BAZ2B block	ERG Ets-DNA blk	JMJD2A Tudor inh	HP1b chromo inh	PI4K2A inh	G9a block	GLS inhibitor	RGS4 inhibitor	12-LOX inh
1	O=C(NCc1ccc2c(c1)OCO2)c1c(F)c(F)c(F)c(F)c1F	-5%	-10%	-4%	32%	-1	6%[12.7 µM]	7%	-4%	0%
2	Cc1ccc(NC(=S)NNC(=S)Nc2ccc(C)cc2)cc1	·	-6%	-29%	-12%	-5	·	24%	?	?
3	COCCN(C(=O)COC(=O)Cc1coc2cc(C)ccc12)c1c(N)n(Cc2ccccc2)c(=O)[nH]c1=O	?	-4%	-26%	7%	1	?	-4%	-3%	?
4	CCN(CC)C(=O)C[n+]1cccc(C(N)=O)c1	0%	10%	-7%	35%	-6	14%[59 µM]	-3%	-16%	4%
5	COc1cc(C(CC(=O)N2CCOCC2)c2c(OC)cc(OC)c3ccc(=O)oc23)cc(OC)c1OC (stereo not drawn)	0%	1%	-8%	31%	-4	36%[59 µM]	1%	1%	-6%
6	COc1ccc(CN(C(=O)c2oc3cc(C)ccc3c2C)C2CCS(=O)(=O)C2)cc1OC (stereo not drawn)	-9%	6%	-30%	6%	-3	5%	0%	-2%	2%
7	O=C(Nc1ccc(NC(=O)c2cccnc2Cl)cc1)c1cccc(Cl)c1	2%	-15%	-6%	6%	0	-4%	-7%	2%	-6%
8	O=C(Nc1cccnc1Cl)c1cc(-c2ccc(F)cc2)on1	-14%	-7%	-11%	21%	-3	4%	0%	-44%	-5%
9	Cc1c2c(nc3ccccc13)CCC(C(C)(C)C)C2 (stereo not drawn)	-9%	0%	9%	50%[activator]	-6	50µM*	0%	3%	-25%
10	Cc1ccc(C(=O)OCC(=O)NC(=O)c2ccccc2)o1	-5%	5%	-17%	-3%	-3	?	0%	2%	-22%
11	CC1CN(C(=O)COC(=O)c2ccc(NC(=O)CC#N)cc2)CC(C)O1 (stereo not drawn)	-18%	-1%	-10%	39%[activator]	2	?	-1%	12%	0%
12	CCOc1cc(C)c(S(=O)(=O)Nc2ccc3cn[nH]c3c2)cc1C	18%	·	-13%	25%	0	10%[59 µM]	-8%	0%	·
13	C/C(=N\NC(=O)C1CCCC1)c1ccc(C(C)C)cc1	-4%	0%	-5%	29%	-1	0%	5%	18%	-12%
14	COC(=O)c1c(NC(=O)CCCOc2ccc(C)cc2)sc2c1CCCC2	5%	-1%	29%	39%[activator]	-2	14µM*	0%	-51%	-27%
15	Cc1nn(-c2ccccc2[N+](=O)[O-])c(=O)c2ccccc12	2%	-6%	-8%	34%	-10	9%	1%	-15%	-3%
16	Cc1ccc(OCC(=O)Nc2cccc3ccc(C)nc23)c(C)c1	-9%	-7%	-4%	26%	0	-23%[59 µM]	-8%	-25%	-4%
17	COC(=O)c1ccc(NC(=O)CSc2ccccn2)cc1	-22%	-11%	-1%	13%	1	?	-1%	-33%	?
18	CC1CCN(c2oc(-c3cccs3)nc2S(=O)(=O)c2ccccc2)CC1	?	3%	?	?	-3	?	-3%	-5%	-18%
19	COc1cccc(OC(=O)N2CCOCC2)c1	-7%	0%	-22%	25%	-4	0%[59 µM]	-7%	19%	-3%
20	Cc1oc(-c2ccc(C(=O)NCCC(C)C)cc2)nc1CN1CCc2ccccc21	-21%	0%	-10%	25%[57 µM]	-1	-24%[59 µM]	6%	?	-1%
21	CC(=O)c1cc(C(=O)c2ccccc2)sc1Nc1ccccc1	43%[activator]	-7%	79%[activator]	170%[activator]	-1	49%[59 µM]	0%	16%	-3%
22	COc1ccccc1C(=O)Nc1ccc(C)cc1C(=O)c1ccccc1	3%	-16%	-26%	23%	-3	3%[59 µM]	-9%	6%	1%
23	COc1ccc(S(=O)(=O)Nc2cccc(/C=C/C(=O)O)c2)cc1	-9%	-3%	-11%	42%	5	?	-3%	-19%	-23%
24	COc1cccc(OCC(O)CN2C(C)CCCC2C)c1 (stereo not drawn)	3%	4%	18%[11.4 µM]	61%[activator]	-5	-27%	-19%	4%[11.4 µM]	-8%
25	C/C(=N\Nc1ccc(C)c(Cl)c1)c1cccnc1	-38%	-4%	-17%	45%[activator]	5	11µM*	-2%	-24%	4.5µM*
26	Fc1ccc(CNC(=S)Nc2cccc(C(F)(F)F)c2)cc1	45%[activator]	-7%	11%	45%[activator]	1	108%[activator][59 µM]	6%	5%	?
27	COCCn1c(SCC(=O)Nc2cccc(F)c2)nc2c([nH]c3ccccc32)c1=O	-3%	-3%	-4%	16%	-4	70%[activator]	14%	-3%	?
28	CC(C)[C@@H](N)C(=O)N/N=C/c1ccc2ncccc2c1	?	2%	-31%	39%[activator]	-6	?	13%	8%	78%[activator]
29	COc1ccc(CNC(=S)NCc2ccc(F)cc2)cc1OC	-22%	9%	-10%	32%	1	·	-10%	-1%	-26%
30	CC(C)c1noc(-c2ccccc2OCC(=O)Nc2cccc([N+](=O)[O-])c2)n1	-13%	3%	-18%	8%	3	-34%[59 µM]	-2%	-5%	-12%
31	CC(C)Oc1ccccc1C1(c2ccccc2)NC(=O)NC1=O (stereo not drawn)	-3%	-2%	6%	27%	1	10%	-7%	-12%	-19%
32	CCOC(=O)N1CCC(N2CCN(S(=O)(=O)CC)CC2)CC1	-31%	·	4.5µM*	?	3	?	0%	18%	·
33	Cc1ccc(CNc2cnccn2)cc1	?	-7%	-28%	11%	-4	47%[59 µM]	-17%	-8%	4%
34	Cc1ccc(CN(C(=O)COc2ccc(F)cc2)C2CCS(=O)(=O)C2)o1 (stereo not drawn)	-17%	7%	-26%	22%	2	-5%[59 µM]	1%	9%	-11%
35	CCC(c1nnnn1Cc1ccco1)N(CCc1ccccc1)Cc1cc2ccc(OC)cc2[nH]c1=O (stereo not drawn)	-35%	9%	-21%	6%	-19	?	0%	?	?
36	COc1ccc(CNC(=O)COC(=O)c2ccc(F)c(S(=O)(=O)N3CCCCC3)c2)cc1OC	-13%	1%	-24%	17%	6	?	-1%	-20%	0%&0%
37	C[C@H]1CCC[C@@]2(O[C@H](CCO)C[C@@H](O)[C@@H]2O)O1	·	1%	-20%	11%	2	·	4%	7%	1%
38	C=CCc1cccc(/C=N/NC(=O)COc2ccc(-n3cnnn3)cc2)c1O	-21%	-12%	5%	34%	-1	-11%	3%	11%	4%
39	CCNC(=O)CSc1nnc(-c2ccc(OC)cc2)n1CC(C)C	0%	-1%	-17%	18%	5	?	-1%	-11%	-16%

In another format: results already given.
[33] Cc1ccc(CNc2cnccn2)cc1
[34] Cc1ccc(CN(C(=O)COc2ccc(F)cc2)C2CCS(=O)(=O)C2)o1 (stereo not drawn)
[35] CCC(c1nnnn1Cc1ccco1)N(CCc1ccccc1)Cc1cc2ccc(OC)cc2[nH]c1=O (stereo not drawn)
[36] COc1ccc(CNC(=O)COC(=O)c2ccc(F)c(S(=O)(=O)N3CCCCC3)c2)cc1OC
[37] C[C@H]1CCC[C@@]2(O[C@H](CCO)C[C@@H](O)[C@@H]2O)O1

| assay / entry | 33 | 34 | 35 | 36 | 37 |
| --- | --- | --- | --- | --- | --- |
| BAZ2B block | ? | -17% | -35% | -13% | · |
| ERG Ets-DNA blk | -7% | 7% | 9% | 1% | 1% |
| JMJD2A Tudor inh | -28% | -26% | -21% | -24% | -20% |
| HP1b chromo inh | 11% | 22% | 6% | 17% | 11% |
| PI4K2A inh | -4 | 2 | -19 | 6 | 2 |
| G9a block | 47%[59 µM] | -5%[59 µM] | ? | ? | · |
| GLS inhibitor | -17% | 1% | 0% | -1% | 4% |
| RGS4 inhibitor | -8% | 9% | ? | -20% | 7% |
| 12-LOX inh | 4% | -11% | ? | 0%&0% | 1% |

An excerpt; the hit share may differ from the screen's.
